GC-B act – GC-B (human) receptor activation | P20594 | HEK293-GC-B cells, CNP EC30, cGMP TR-FRET; 0% at EC30 CNP, 100% saturating CNP | activation, % at 10 µM | hit rate 0.11% among 370,000;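 active = activation at 10 µM reaching about 35% in either raw or pattern-adjusted values, limit read from the data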
ADAM10 inh – inhibits human ADAM10; O14672; recombinant ADAM10, EDANS/DABCYL FRET peptide cleavage, 3 h; inhibition, % at 7 µM; hit rate 0.62% among 370,000;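 active = inhibition above a per-campaign cutoff equal to the mean of compounds falling between control-based bounds plus 3 SD, cut at about 20% in these data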;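 note: 0% = DMSO wells while the 100% control is not disclosed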
ARFGAP1 inhibitor – inhibitors of rat ARFGAP1; Q62848; Arfgap1-stimulated ARF1 GTP hydrolysis, GDP FP detection; inhibition, % at 16.5 µM; hit rate 0.26% among 360,000; AID 651572;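 active = inhibition above a per-plate limit, mean inhibition of low control wells plus 3 SD, cut at about 25% in these data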;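 note: 0% = DMSO wells with enzyme and 100% = wells lacking Arfgap1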
Target sequence (Q62848 1-136 limits assumed): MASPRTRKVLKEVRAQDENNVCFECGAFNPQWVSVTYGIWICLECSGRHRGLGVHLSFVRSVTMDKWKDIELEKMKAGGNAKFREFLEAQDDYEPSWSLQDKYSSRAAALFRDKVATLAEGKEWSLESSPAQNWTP
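Replicates: Single well per compound | Assay system: Truncated rat Arfgap1 GAP domain | Control set: No-Arfgap1 wells (100%) versus DMSO full-reaction wells (0%) | Times: Enzyme reaction 120 min at 25 °C after 20 min preincubation | Reagent: Human ARF1(Δ1-17)-GTP substrate | Measured by: Tracer-displacement fluorescence polarization with EDTA stop, 620/688 nm | Measure: Percent inhibition of Arfgap1-stimulated GTP hydrolysis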
DDE Tn6 FP inh – disrupts Tn6 cyclic peptide binding to fibrin D-Dimer-E complex; AID 720509; P02675; hit rate 0.21% among 370,000; Fibrin DD(E) TRITC-Tn6 fluorescence polarization displacement; inhibition, % at 8.3 µM;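 active = inhibition above a per-campaign cutoff: mean of compounds within control limits plus 3 SD, cut at about 15% in these data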;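 note: 0% = median of all compound wells on the plate and 100% = blocking peptide control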
ASAP1 inh – inhibitors of human ASAP1 ArfGAP activity; Q9ULH1; ASAP1-stimulated ARF1 GTP hydrolysis, GDP FP detection; inhibition, % at 16.5 µM; hit rate 0.19% among 360,000; AID 624377; in the data active = inhibition above about 25%;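 note: 0% = vehicle with enzyme and substrate and 100% = no enzyme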
KLK7 zymogen act – activators of human kallikrein-7 zymogen; hit rate 0.9% among 370,000; purified proKLK7, EDANS-DABCYL substrate fluorescence; 100% is mature enzyme control, 0% vehicle; AID 652039; P49862; activation, % at 7 µM;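 active = activation above the mean of all tested compounds plus 3 SD, computed per campaign excluding outliers beyond control limits, cut at about 13% in these data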
Target sequence (P49862 whole entry, looked up): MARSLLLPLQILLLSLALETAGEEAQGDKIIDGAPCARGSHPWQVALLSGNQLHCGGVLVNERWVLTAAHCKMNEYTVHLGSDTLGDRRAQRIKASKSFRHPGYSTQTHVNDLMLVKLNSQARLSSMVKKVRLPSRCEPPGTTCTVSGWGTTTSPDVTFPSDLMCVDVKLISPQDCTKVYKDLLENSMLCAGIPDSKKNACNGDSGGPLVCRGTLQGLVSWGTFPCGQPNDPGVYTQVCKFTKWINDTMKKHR
GC-A act – GC-A (human) enzyme activation. P16066. HEK293 GC-A cells, cGMP TR-FRET, EC30 ANP; 0% at EC30 ANP, 100% saturating ANP. activation, % at 10 µM. hit rate 0.14% among 370,000. AID 1671463; in the data active = activation above about 40%
GAA850 FXN act – activators of GAA850 frataxin (FXN) promoter; HEK293 lucGAA850 FXN promoter luciferase reporter, 24 h; percent of 10 µM SAHA response; activation, % at 6 µM; hit rate 0.56% among 360,000; AID 540364;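 active = activation above the average of all compounds screened plus 3 SD, cutoff fixed separately per campaign, cut at about 7.5% in these data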;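 note: 0% = DMSO wells and 100% = 10 µM SAHA wells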
rCAG binder – binds r(CAG) RNA repeats. r(CAG) RNA repeat, TO-PRO-1 dye displacement fluorescence. AID 651821. hit rate 1.3% among 370,000. inhibition, % at 3 µM;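 active = inhibition above the plate cutoff, the mean of all test compounds on that plate plus 3 SD, cut at about 35% in these data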;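 note: 0% = DMSO alone and 100% = 100 µM mitoxantrone as full dye displacement; higher means more dye released from RNA so lower well fluorescence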
sPLA2-III inh – Inhibits HGIII-sPLA2 liposome hydrolysis, primary screen | QFRET BODIPY PC-A2 liposome hydrolysis, fluorescence | inhibition, % at 12.2 µM | hit rate 0.56% among 370,000 | AID 743126;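 active = inhibition above mean plus 3 SD of compounds lying within the high and low control bounds, cut at about 19% in these data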;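 note: 0% = median of test compound wells and 100% = no enzyme DMSO wells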
Target sequence (Q9NZ20 whole entry, looked up): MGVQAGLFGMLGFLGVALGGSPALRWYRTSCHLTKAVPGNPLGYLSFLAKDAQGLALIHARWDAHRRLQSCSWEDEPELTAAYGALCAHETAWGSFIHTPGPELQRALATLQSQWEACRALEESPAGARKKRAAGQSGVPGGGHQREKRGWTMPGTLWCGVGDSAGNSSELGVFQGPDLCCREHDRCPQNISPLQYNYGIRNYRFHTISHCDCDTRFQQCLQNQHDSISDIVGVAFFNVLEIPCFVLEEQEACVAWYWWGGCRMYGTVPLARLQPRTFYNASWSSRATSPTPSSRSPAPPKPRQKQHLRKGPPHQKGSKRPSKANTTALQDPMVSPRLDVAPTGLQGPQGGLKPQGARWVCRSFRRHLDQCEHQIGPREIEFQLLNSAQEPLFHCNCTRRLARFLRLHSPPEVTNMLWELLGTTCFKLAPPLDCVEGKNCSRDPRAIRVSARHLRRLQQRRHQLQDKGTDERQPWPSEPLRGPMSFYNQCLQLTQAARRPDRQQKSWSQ
Active calls of the source: *; i = inactive; · = no result given.

item	molecule	GC-B act	ADAM10 inh	ARFGAP1 inhibitor	DDE Tn6 FP inh	ASAP1 inh
1	CCOC(=O)c1c(NC(=O)CC2Sc3ccc(C(F)(F)F)cc3NC2=O)sc(C)c1C (stereo not given)	9	4	0	-1	0
2	O=c1cc(-c2ccccc2Cl)oc2cccc(O)c12	-3	-2	22	0	11
3	COc1ccc(CN=C2NN=C(c3cccc(OC)c3)CS2)cc1	0	2	-8	8	0
4	O=S1(=O)CCC(NC(=S)Nc2ccc3ccccc3c2)C1 (stereo not given)	9	5	2	-2	-7
5	CCCCn1c(N)c(N(CCOC)C(=O)c2cccc(S(=O)(=O)N3CCCCC3)c2)c(=O)[nH]c1=O	-4	-39	-8	-8	-14
6	CC1CC(C)CN(C(=O)COC(=O)C2CCN(S(=O)(=O)c3c(Cl)cccc3Cl)CC2)C1 (stereo not given)	-6	-6	9	-3	-7
7	O=S1(=O)CCC(=Nc2ccc(Cl)cc2)c2ccsc21	-3	1	-10	0	4
8	O=C1NN(c2ccccc2)C(=O)C2C1C1C=CC2C12CC2 (stereo not given)	4	-5	-3	10	-3
9	CCS(=O)(=O)N1Cc2ccccc2CC1C(=O)OCC(=O)N(C(C)C)C(C)C (stereo not given)	2	7	3	0	-1
10	COCCCNC(=O)c1ccc(Cn2c(=O)[nH]c3ccccc3c2=O)cc1	8	-2	-8	5	0
11	CC(C)OC(=O)c1nnc(Cc2ccc(Cl)cc2)o1	-1	0	3	8	3
12	Cc1ccc(C(=O)N2NC(c3ccc(F)cc3)C3C(=O)N(c4ccc(C)c(C)c4)C(=O)C32)cc1 (stereo not given)	4	-2	-3	-4	3

item	KLK7 zymogen act	GC-A act	GAA850 FXN act	rCAG binder	sPLA2-III inh
1	0.4	-2	1.6	5	-4
2	-0.2	-6	-1.0	12	12
3	0.1	0	5.1	6	-15
4	-0.1	-3	2.8	2	1
5	0.7	0	0.5	2	-2
6	-0.5	-1	3.1	-6	5
7	0.2	1	1.5	3	2
8	-0.1	4	2.0	1	5
9	0.3	-1	1.2	-5	-2
10	0.3	-1	0.9	2	3
11	0.1	2	-0.5	3	7
12	0.2	-1	-1.2	6	-1

Along the list, from the results shown:
Entries 1–9 in GC-A act read -2, -6, 0, -3, 0, -1, 1, 4, -1
Entries 1–9 in sPLA2-III inh read -4, 12, -15, 1, -2, 5, 2, 5, -2
Entries 1–9 in ARFGAP1 inhibitor read 0, 22, -8, 2, -8, 9, -10, -3, 3

(continued)
item	molecule	GC-B act	ADAM10 inh	ARFGAP1 inhibitor	DDE Tn6 FP inh	ASAP1 inh
13	CC(C)c1ccc(NC(=O)CCNS(=O)(=O)c2cc(Br)cnc2N)cc1	-2	-9	5	-6	-14
14	CCN(C(=O)CSc1nccc(=O)[nH]1)C1CCCCC1	-1	-7	4	3	11
15	O=C(/C=C/c1ccco1)N1CCN(S(=O)(=O)c2cccs2)CC1	8	0	5	-1	0
16	Oc1ccc(C=NNc2ccccn2)c(O)c1	-7	-12	-12	-9	11
17	COc1ccc(NC(=S)N2CCC(c3nc4ccccc4[nH]3)CC2)c(OC)c1	4	1	-5	7	-6
18	O=C(O)c1cnc2[nH]c3ccccc3n2c1=O	2	i	4	-5	-6
19	Cc1cccc(-c2nnc(SCc3ccc(C#N)cc3)n2Cc2ccco2)c1	-13	10	2	6	10
20	Cc1cccc(N2CCN(S(=O)(=O)c3ccc4c(c3)NC(=O)CS4)CC2)c1C	-5	23*	9	-10	3
21	Cc1ccc2nc(-c3ccc(Cl)cc3)c(Cc3cccc(F)c3)n2c1	36*	-33	22	2	12
22	COc1ccc(Cl)cc1NC(=O)CCN1CCN(C)CC1	-9	0	15	1	8
23	Cc1ccc(N2C(=O)CC(NNC(=O)c3cccc(S(=O)(=O)N4CCCC4)c3)C2=O)cc1 (stereo not given)	3	7	-10	-2	-5
24	CCOc1cc(/C=N/NC(=O)c2ccc(CN3CCOCC3)cc2)ccc1OCc1ccccc1	3	-10	-11	1	7

item	KLK7 zymogen act	GC-A act	GAA850 FXN act	rCAG binder	sPLA2-III inh
13	1.0	-1	0.1	4	-26
14	0.2	-1	0.5	0	5
15	0.0	0	2.9	6	-6
16	-1.9	-10	-8.9	2	-3
17	0.6	2	-0.2	0	10
18	-21	5	0.0	3	-5
19	-0.3	-12	-0.8	-4	-6
20	-0.2	-19	-1.4	6	-10
21	-2.6	27	·	5	-6
22	0.0	-1	1.3	0	0
23	-0.1	2	0.3	10	10
24	-1.2	4	-8.2	-2	-7

(continued)
item	molecule	GC-B act	ADAM10 inh	ARFGAP1 inhibitor	DDE Tn6 FP inh	ASAP1 inh
25	CCCCCCCC(=O)N/N=C(\C)c1cccnc1	-6	7	-5	1	-6
26	O=C(O)/C(=C\c1ccco1)NC(=O)c1ccco1	5	-6	10	2	-2
27	O=C(NCC1CCCN(Cc2cccc(OCCO)c2)C1)c1ccc(F)cc1 (stereo not given)	-1	-9	2	5	7
28	COc1ccc(C(=O)NC2CC3CCCC(C2)N3CC(C)C)cc1 (stereo not given)	-7	0	11	-5	13
29	Cn1ncc(Oc2ccc([N+](=O)[O-])cc2)c(Cl)c1=O	0	3	4	7	-4
30	O=C(O)CP(=O)(O)O	-1	-9	-1	-2	-7
31	O=C(CN(C(=O)OCC1c2ccccc2-c2ccccc21)[C@@H](Cc1ccccc1)C(=O)O)OCc1ccc(C(=O)NCc2ccccc2)cc1	0	10	·	-4	·
32	CCOc1ccccc1NC(=O)Cn1nnc(C(=O)NCc2ccco2)c1N	8	2	2	0	7
33	C[C@H](CO)N1C[C@H](C)[C@@H](CN(C)C(=O)Cc2ccccc2)OCc2cnnn2CCCC1=O	-4	-5	-6	3	-9
34	COc1ccc(-c2nc3ccc(Cl)cn3c2Cc2ccsc2)cc1OC	-7	-34	-10	1	-2
35	COc1ccccc1-c1ccc2c(c1)[C@@H]1C[C@H]3[C@@H](CN1CC2)[C@H](C)ON3C	0	-18	11	-2	-8
36	O=C(CCC(NC(=O)OCc1ccccc1)C(=O)OCc1ccccc1)NCC(=O)OCc1ccccc1 (stereo not given)	-7	7	0	5	5

item	KLK7 zymogen act	GC-A act	GAA850 FXN act	rCAG binder	sPLA2-III inh
25	0.4	4	0.1	-3	-7
26	0.3	1	2.1	0	-5
27	0.1	2	2.2	-2	-1
28	-0.5	-1	-1.8	-4	-1
29	0.2	4	0.1	0	0
30	-0.7	1	-0.9	1	9
31	0.2	-5	·	61*	-39
32	0.1	-2	5.2	-5	1
33	-1.1	0	1.8	1	2
34	0.1	4	·	14	1
35	-0.3	1	·	5	1
36	0.3	2	0.9	-6	-41

Two compounds picked at random from the list so far, as already listed:
item	molecule	GC-B act	ADAM10 inh	ARFGAP1 inhibitor	DDE Tn6 FP inh	ASAP1 inh
31	O=C(CN(C(=O)OCC1c2ccccc2-c2ccccc21)[C@@H](Cc1ccccc1)C(=O)O)OCc1ccc(C(=O)NCc2ccccc2)cc1	0	10	·	-4	·
30	O=C(O)CP(=O)(O)O	-1	-9	-1	-2	-7

item	KLK7 zymogen act	GC-A act	GAA850 FXN act	rCAG binder	sPLA2-III inh
31	0.2	-5	·	61*	-39
30	-0.7	1	-0.9	1	9

(next part)
item	molecule	GC-B act	ADAM10 inh	ARFGAP1 inhibitor	DDE Tn6 FP inh	ASAP1 inh
37	C/C(=N/OC(=O)c1cccc(C(F)(F)F)c1)c1cnccn1	-4	-2	-9	-8	4
38	CCOc1ccc(S(=O)(=O)Nc2ccc(S(=O)(=O)N3CCOCC3)cc2)cc1	0	9	16	0	7
39	CCC(=O)N1Cc2cc(C(=O)NCC(F)(F)F)nc(-c3cccc(-c4cncnc4)c3)c2[C@H]1CCO	-5	1	1	-2	12
40	COc1ccc(Oc2cc(C)c3ccccc3n2)cc1	-7	-4	10	4	2
41	O=C(C[C@@H]1C[C@H]2c3cc(NC(=O)C4CCC4)ccc3O[C@H]2[C@@H](CO)O1)NCc1ccc(-c2ccccc2)cc1	3	2	6	-7	3
42	CCCCCCCCN1C(=O)[C@H](CC(=O)NCc2ccccc2)C[C@@]2(C(=O)OC)CCCCC=C12	2	7	8	0	11
43	COc1ccc(S(=O)(=O)N2CCCCC2c2cc(C(=O)Nc3ccc(OC)cc3C)no2)cc1 (stereo not given)	1	1	0	0	0
44	CCOc1ccc(Cc2c(Cl)nc(SC)nc2OC)cc1	-11	-6	4	-1	-1
45	NC1=NOC(=O)C1C1CCCCC1 (stereo not given)	2	-14	-2	0	-13
46	Cc1nc(C(F)(F)F)ccc1C(=O)N1CCC1(C)C(=O)NS(=O)(=O)c1ccc2c(c1)CCO2 (stereo not given)	0	1	1	-5	-4
47	Cn1nc(-c2ccccc2)cc1NC(=O)Nc1ccc(F)cc1	-4	5	2	2	2
48	CCCS(=O)(=O)NCCc1cc2c(C)ccc(C)c2[nH]c1=O	2	-39	-12	9	0

item	KLK7 zymogen act	GC-A act	GAA850 FXN act	rCAG binder	sPLA2-III inh
37	0.4	0	-0.2	-2	-2
38	-0.4	-5	0.4	13	-21
39	0.3	-2	·	-2	0
40	-0.9	-6	2.2	-4	-46
41	-0.6	17	-2.7	3	-6
42	1.1	-2	·	4	-11
43	0.5	3	-1.1	3	-7
44	-0.2	-1	2.7	-2	2
45	-0.9	5	2.6	0	6
46	0.6	-2	-0.6	4	0
47	-0.2	3	-0.2	7	-11
48	0.6	2	-0.1	-1	-2

Following part:
item	molecule	GC-B act	ADAM10 inh	ARFGAP1 inhibitor	DDE Tn6 FP inh	ASAP1 inh
49	NC(=O)C1CCCN1Cc1ccc2c(c1)OCO2 (stereo not given)	3	-3	5	7	-3
50	O=C(/C=C/c1ccccc1[N+](=O)[O-])N1CCOCC1	4	-4	-9	5	2
51	COc1ccc(CNC(=O)COC(=O)CCc2nc3ccccc3c(=O)[nH]2)cc1	0	0	19	-6	-12
52	CCCc1nnc(N2C(=O)c3cccc4cccc(c34)C2=O)s1	0	-185	1	1	-2
53	CCOC(=O)C1=C(C)OC2(O)c3ccccc3C(=O)C12O (stereo not given)	-2	-3	17	-7	47*
54	CCOc1ccccc1NS(=O)(=O)N(C)C	4	-6	1	1	1
55	O=C(CN1CCN(c2ccccn2)CC1)NCc1cccs1	-5	-15	19	3	-7
56	OCCNC(=S)Nc1ccc(Oc2ccccc2)cc1	-1	6	1	0	-7

item	KLK7 zymogen act	GC-A act	GAA850 FXN act	rCAG binder	sPLA2-III inh
49	-0.1	-1	1.3	-1	-1
50	-0.1	1	-0.8	1	2
51	0.3	-3	1.4	0	9
52	-7.5	-2	1.4	0	1
53	1.8	8	2.1	1	13
54	-0.6	3	0.7	-2	2
55	-0.2	-9	0.5	-3	1
56	-0.4	5	1.0	0	10

GC-B act, entries above that show a hit
cpd | Molecule | GC-B act | ADAM10 inh | ARFGAP1 inhibitor | DDE Tn6 FP inh | ASAP1 inh | KLK7 zymogen act | GC-A act | sPLA2-III inh
21 | Cc1ccc2nc(-c3ccc(Cl)cc3)c(Cc3cccc(F)c3)n2c1 | 36* | -33 | 22 | 2 | 12 | -2.6 | 27 | -6

High-throughput results deposited in PubChem BioAssay by several laboratories.
